From PubChem
TrxR1 inh: inhibitors of rat thioredoxin reductase 1 | O89049 | recombinant rTrxR1, NADPH fluorescence consumption, selenite substrate | Potency, µM (doses to about 114 µM), without a hit: at the highest dose activity change, negative = inhibition, usual class: inhibitors | 390,000 tested, 1% active | AID 588453; further: on the % scale 0 is the no-effect control and ±100 the full control effect; nearly all actives have a fitted effect of over 65% in size
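Rat TrxR1 (90 nM in the dispensed reagent) was pre-reduced with 400 uM NADPH for 5 min at room temperature, then incubated with compound for 15 min. After 400 uM selenite was added, NADPH fluorescence (Ex 340/Em 450 nm) was followed for 8 min.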
Vif-A3F inh: blocks the Vif interaction with APOBEC3F | HeLa A3F-eYFP + Vif (tagged APOBEC3F with the HIV-1 protein that degrades it), YFP fluorescence increase | Potency, µM (highest dose often 46.1 µM), without a hit: at the top dose activity, negative = active | 390,000 tested, 0.2% active; further: % of control where 0% means no effect; nearly all actives have a fitted effect of over 65% in size
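Fluorescence increase (Ex 488/Em 500-530) after overnight compound treatment at 37 deg C flags inhibition of Vif-driven A3F-eYFP loss in stable HeLa A3F-eYFP/Vif cells seeded overnight beforehand.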
mIDH1 inhibitor: blocks human mutant IDH1 R132H enzyme | O75874 | IDH1-R132H enzyme, NADPH consumption, diaphorase/resazurin fluorescence | Potency, µM (series often up to 76.6 µM), inactives show at the top dose activity change, negative = inhibition, usual class: inhibitors | 390,000 tested, 0.093% active | AID 602179; further: on the % scale 0 is the no-effect control and ±100 the full control effect; nearly all actives have a fitted effect of over 65% in size
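IDH1-R132H (0.5 ug/mL) preincubated 30 min with compound, then NADPH (0.016 mM) and alpha-KG (2 mM) added; 80 min at RT, pH 7.5. Remaining NADPH coupled via diaphorase/resazurin to fluorescence (540/590 nm); concentration-response curves normalized to no-enzyme control.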
12-LOX inh: blocks human arachidonate 12S-lipoxygenase; P18054; purified 12hLO, xylenol orange hydroperoxide absorbance; Potency, µM (highest dose often 108 µM), for the others: at the top dose activity change, negative = inhibition, most hits filed as inhibitors; 580,000 tested, 1.1% active; further: on the % scale 0 is the no-effect control and ±100 the full control effect
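Hydroperoxide product was detected by ferrous iron/xylenol orange as the 573 to 405 nm absorbance ratio. Arachidonic acid at 40 uM (final) was turned over for 30 min at room temperature by 150 nM human 12hLO, pH 7.0 Hepes buffer, after 15 min compound preincubation.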
USP1-UAF1 inh: inhibitors of human USP1/UAF1 deubiquitinase; O94782; recombinant USP1/UAF1, Ub-Rhodamine cleavage fluorescence; Potency, µM (titrated, usually from 57.1 µM), for the others: at the top dose activity change, negative = inhibition, actives largely listed as inhibitors; 390,000 tested, 0.23% active; further: on the % scale 0 is the no-effect control and ±100 the full control effect; nearly all actives have a fitted effect of over 60% in size; inactives centre near -12
Target sequence (O94782 whole entry, looked up): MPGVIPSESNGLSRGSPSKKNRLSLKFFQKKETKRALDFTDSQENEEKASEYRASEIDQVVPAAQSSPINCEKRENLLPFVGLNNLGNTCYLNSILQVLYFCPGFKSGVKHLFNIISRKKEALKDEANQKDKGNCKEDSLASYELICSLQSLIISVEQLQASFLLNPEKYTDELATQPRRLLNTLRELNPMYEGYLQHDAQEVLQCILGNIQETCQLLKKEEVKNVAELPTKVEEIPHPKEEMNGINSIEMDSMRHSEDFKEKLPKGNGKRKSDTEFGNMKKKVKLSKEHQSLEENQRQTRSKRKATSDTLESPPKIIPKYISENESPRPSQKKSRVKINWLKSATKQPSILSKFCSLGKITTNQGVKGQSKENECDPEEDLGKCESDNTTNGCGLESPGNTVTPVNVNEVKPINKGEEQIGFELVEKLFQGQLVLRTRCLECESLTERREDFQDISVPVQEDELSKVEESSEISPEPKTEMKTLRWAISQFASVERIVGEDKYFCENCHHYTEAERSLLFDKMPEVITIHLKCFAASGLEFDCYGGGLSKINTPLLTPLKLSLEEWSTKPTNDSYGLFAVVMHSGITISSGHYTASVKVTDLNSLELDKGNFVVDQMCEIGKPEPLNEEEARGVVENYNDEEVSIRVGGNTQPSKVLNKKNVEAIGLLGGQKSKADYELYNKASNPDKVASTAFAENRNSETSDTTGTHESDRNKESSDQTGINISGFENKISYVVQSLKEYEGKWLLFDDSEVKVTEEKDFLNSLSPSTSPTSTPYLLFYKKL
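Step one: compound is pinned into 1nM USP1/UAF1 in HEPES pH 7.8 buffer with TCEP. Step two: 15 min room-temperature incubation. Step three: Ub-Rho (150nM final) starts cleavage, tracked by fluorescence over six one-minute reads.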
Vif-APOBEC3G blk: Vif-A3G binding inhibition | HeLa A3G-eYFP + Vif (tagged APOBEC3G with the HIV-1 protein that degrades it), YFP fluorescence, overnight | Potency, µM (top dose mostly 46.1 µM), inactives show at the highest dose activity, negative = active, usual class: inhibitors | 410,000 tested, 0.076% active | AID 602310;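 further: on the % scale 0 is the no-effect control and ±100 the full control effect; nearly all actives have a fitted effect of over 60% in size; hits raise eYFP signal because A3G escapes Vif-driven loss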
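HeLa cells stably expressing Vif and C-terminally eYFP-tagged A3G, seeded overnight at 37 deg C, then exposed to compound by pintool overnight at 37 deg C. Rise in yellow fluorescence (Ex 488/Em 500-530, Acumen) marks blocked Vif-driven A3G degradation.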
TrxR1 substrate: rat thioredoxin reductase 1 substrate activity; purified TrxR1 substrate turnover, NADPH consumption readout; Potency, µM (highest dose often 114 µM), inactives show at the highest dose activity change, negative = substrate turnover; 390,000 tested, 0.01% active; AID 588456; O89049; further: on the % scale 0 is the no-effect control and ±100 the full control effect; nearly all actives have a fitted effect of over 50% in size
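Rat TrxR1, dispensed at 90 nM, was prereduced with 400 uM NADPH (final) for 5 min at ~22 deg C, then incubated with compound 15 min before 400 uM selenite. A first-read NADPH fluorescence drop versus no-compound background flagged substrates.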
RXFP1 agonist: RXFP1 (human) receptor agonism; Q9HBX9; Potency, µM (series often up to 57.5 µM), without a hit: at the highest dose activation, actives largely listed as activators; HEK293T-RXFP1 cAMP TR-FRET, 30 min; response scale: percent of porcine relaxin response, buffer zero; 370,000 tested, 0.3% active; further: on the % scale 0 is the no-effect control and ±100 the full control effect; nearly all actives have a fitted effect of over 60% in size; many of its hits are not listed in these tables
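HEK293 cells stably expressing RXFP1, treated 30 min at 37C with compounds plus PDE4 inhibitor Ro 20174; cAMP measured by HTRF TR-FRET. Normalized to buffer and 29 nM porcine relaxin; EC50 by Hill fit.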
RGS4 inhibitor: inhibitors of human regulator of G protein signaling 4; AID 504845; Transcreener GDP fluorescence polarization, RGS4-accelerated GTP hydrolysis; Potency, µM (series often up to 114 µM), inactives show at the highest dose activity change, negative = inhibition, actives largely listed as inhibitors; P49798; 390,000 tested, 0.039% active; further: on the % scale 0 is the no-effect control and ±100 the full control effect; nearly all actives have a fitted effect of over 75% in size; some results filed as inactive show a strong effect at the top dose
Target sequence (P49798 whole entry, looked up): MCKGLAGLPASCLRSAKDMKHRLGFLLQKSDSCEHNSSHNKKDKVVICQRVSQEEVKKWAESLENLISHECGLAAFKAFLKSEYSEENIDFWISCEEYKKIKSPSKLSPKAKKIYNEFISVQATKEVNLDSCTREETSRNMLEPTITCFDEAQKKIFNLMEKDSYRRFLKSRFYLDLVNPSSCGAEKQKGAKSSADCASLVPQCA
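MLSMR compounds (23 nl, pin-transferred) preincubated 10 min at room temperature with a 500nM (2x) first reagent, then RGS4 at 900nM (2x) plus Transcreener GDP mix added; fluorescence polarization (620/688 nm) read before and after 90 min at 30 °C.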
Active calls of the source: *; ? = inconclusive; · = no result given; & = joins results of further samples; ! = a repeat was not active; [ ] = dose if it differs, or a comment. The call rests on the fitted dose curve; in most records, active means well fitted curve in the direction sought with a large enough effect; inconclusive means small, poorly fitted or top-dose-only effect, or another doubt; inactive means no such curve, though single readings can be large; an effect the other way counts as inactive or inconclusive. Potency means the concentration at half of the fitted maximal effect. An excerpt; rates above refer to the full screens.

SMILES | TrxR1 inh | Vif-A3F inh | mIDH1 inhibitor | 12-LOX inh | USP1-UAF1 inh | Vif-APOBEC3G blk | TrxR1 substrate | RXFP1 agonist | RGS4 inhibitor
CCOc1ncccc1C(=O)N(CC)CC(=O)NCc1ccc(F)cc1 | 18.7% | 1.3% | 2.7% | 21.1% | -18.9% | -2.8% | 3.2% | 0.0% | 7.9%
Cc1cccc(Oc2ccccc2NC(=O)C2=COCCO2)c1 | 18.4% | 5.1% | -11.7% | 12.5% | -4.3% | -2.4% | -3.3% | 1.5% | -33.2%
O=C(NCc1cn2ccsc2n1)c1c(F)cccc1Cl | 9.0%[57.1 µM] | -5.8% | -7.2% | 17.0% | -2.9% | -0.1% | 5.6%[57.1 µM] | -0.6% | -14.9%
C/C(=C\C(=O)c1ccc(Br)cc1)Nc1cccc(Cl)c1 | 2.5%[57.1 µM] | 5.9% | -1.9% | 0.0% | -21.5% | 2.1% | -0.2% | · | -6.8%
OC(COc1ccccc1)CN1CCN(c2cccc(Cl)c2)CC1 (stereo not given) | -3.0% | -0.4% | 0.2% | -26.4% | -5.2% | -7.9% | -10.8% | · | -16.6%
Cc1ccc(Nc2ncc(C(=O)N3CCN(c4ccc(F)cc4)CC3)c3ccccc23)cc1Cl | 32.6%[activator] | -7.6% | 11.2% | 0.0% | -17.1% | -4.2% | 38.8%[activator] | 6.1% | -18.2%
COc1ccccc1N(C(=O)c1snc(C(N)=O)c1N)C(C(=O)NC1CCCCC1)c1cccc(OC)c1OC (stereo not given) | 26.8%[57.1 µM] | -0.9% | ? | -11.8% | -6.1% | -1.1% | 34.8%[activator][57.1 µM] | 3.7% | 0.3%
Cc1cc(=S)[nH]c2c(C)cccc12 | -9.5% | -2.1% | 9.3% | 1.12µM*! | -11.3% | -6.2% | -7.4% | 2.5% | 1.1%
COc1ccc(/C=N/NC(=O)c2ccc(N(C)S(=O)(=O)c3ccccc3)cc2)cc1OC | 18.7% | -3.8% | -1.1% | 30.7%[activator] | -17.4% | -0.1% | 13.7% | -0.5% | -14.8%
Cc1c(C(=O)Nc2ccc(-c3nc4cc(Cl)ccc4o3)cc2)oc2ccccc12 | 25.7% | 2.4% | 18.5% | -4.4% | -21.6% | 5.8% | 13.7% | -0.1% | 12.7%
CCOC(=O)C1CCN(C(=O)Cn2nc(C)n3cccc3c2=O)CC1 | 21.9% | -4.1% | 2.9% | -2.6% | -22.7% | 0.1% | 6.0% | ? | 1.2%
COc1ccc(C(=O)NCCC(=O)NCc2cc(=O)n(C)c(=O)n2C)cc1 | 24.2% | 1.8% | -4.9% | 2.1% | -17.1% | 0.9% | 0.6% | -0.4% | 14.9%
COc1ccc(NC(=O)C(NC(=O)CNC(C)=O)c2ccc(C)cc2)cc1 (stereo not given) | -2.1%[57.1 µM] | 4.1% | 2.1% | -8.9% | -5.7% | -0.6% | 9.6%[57.1 µM] | -1.5% | 21.7%
O=C(Nc1ccccc1N1CCCCC1)c1ccc(-c2ccc(Cl)cc2)o1 | 19.6%[57.1 µM] | 16.0% | 2.0% | 1.9% | -23.4% | ? | 27.7% | 5.8% | -36.2%
Cc1cc(Sc2nnc(N)s2)c2ccccc2n1 | 8.91µM* | -3.8% | 7.0% | 2.8% | -7.8% | ? | 3.4% | 3.6% | 10.8%
COCCNC(=O)/C(C#N)=C/C(C)=C/c1ccccc1 | -8.0% | -13.6% | -1.2% | 9.0% | -17.1% | -3.8% | -1.0% | 0.6% | -17.2%
CC(C)N(C(=O)CSc1nnnn1-c1ccc2c(c1)OCO2)C(C)C | 4.8% | 15.8% | -3.5% | 5.1% | -14.2% | 1.5% | -5.3% | 1.7% | 4.7%
CCCOc1ccc(Cl)cc1Nc1nc(NCCO)nc(N2CCCC2)n1 | -2.6% | -11.5% | · | 1.5% | · | 0.4% | -5.2% | · | 1.0%
COc1ccc(OC)c(S(=O)(=O)Nc2ccc(C(N)=O)cc2)c1 | 3.6% | -0.9% | -1.9% | ? | 3.8% | 0.7% | 6.0% | 1.8% | 8.8%
CC(C)C(NC(=O)c1ccccc1F)C(=O)NCCc1ccccn1 (stereo not given) | 11.8% | 7.9% | 5.8% | 82.1%[activator] | -24.8% | 0.9% | 0.4% | 2.6% | -28.1%

Further structures follow.
SMILES | TrxR1 inh | Vif-A3F inh | mIDH1 inhibitor | 12-LOX inh | USP1-UAF1 inh | Vif-APOBEC3G blk | TrxR1 substrate | RXFP1 agonist | RGS4 inhibitor
CC(C)(C)OC(=O)N1CCC(c2nnc(SCc3ccccc3F)o2)CC1 | -6.2% | 1.4% | 0.0% | 17.5%&-6.9% | -15.7% | 3.9% | -5.8% | -0.6% | 4.4%
CCOC(=O)c1sc(-c2ccccc2)cc1NC(=O)CSc1nnnn1C | 26.9% | -1.0% | 6.8% | 182.2%[activator] | -11.0% | -3.3% | 29.8% | 4.7% | -26.8%
CCCCCCCc1c(O)nc(SCC(=O)O)[nH]c1=O | 14.9%[57.1 µM] | -1.9% | 6.9% | 0.0% | -6.2% | -5.5% | 4.6%[57.1 µM] | -0.3% | -0.2%[56.9 µM]
O=C(CSc1nnc(-c2cccnc2)o1)Nc1ccccc1F | 8.0%[57.1 µM] | 0.8% | -7.8% | -4.0% | -8.8% | 1.0% | 1.4%[57.1 µM] | 2.7% | -15.8%
O=C(NC(=S)NNC(=O)c1ccccc1O)c1cccs1 | -13.5% | 1.5% | 0.0% | ? | -3.3% | 4.2% | -1.2% | 1.4% | ?
COc1ccc(C(=O)Nc2nc3c(s2)Cc2c(Br)ccc(OC)c2-3)cc1OC | 1.4% | · | · | ? | -16.6% | · | 7.8% | 1.0% | 0.9%
Cc1ccc(C)c(NS(=O)(=O)c2ccc3c(c2)NC(=O)CCS3)c1 | 16.7% | -2.8% | 4.4% | 0.5% | -11.0% | -2.4% | -1.5% | -2.0% | 12.0%[11.4 µM]
CCOc1ccc(CCN2C(=O)C3C4CCC(O4)C3C2=O)cc1OCC (stereo not given) | 11.0% | -0.8% | 1.9% | 8.6% | -9.5% | -5.4% | 5.8% | -0.5% | -2.8%
COc1ccccc1-c1cc(C(=O)N/N=C/c2ccc(C)s2)c2ccccc2n1 | 0.7%[57.1 µM] | -2.0% | 3.7% | -16.8% | -4.5% | -9.9% | -3.6%[57.1 µM] | -0.1% | 0.0%
CCN(CC(=O)Nc1c(F)cccc1F)C(=O)CCNS(=O)(=O)c1ccc(C)c(C)c1 | 2.6% | 1.0% | 1.8% | -2.2% | -9.6% | 1.6% | -1.0% | 1.2% | -13.9%
COc1ccc(C2/C=C\CN(C(=O)Nc3ccccc3)CC(=O)N2Cc2ccc(F)cc2)cc1 (stereo not given) | 10.5% | 0.8% | -3.8% | 0.0% | -13.2% | -0.2% | -1.5% | 0.1% | 15.0%
O=C(/C=C/c1ccc(Cl)cc1)N1CCOCC1 | 7.8% | 0.0% | -2.5% | 0.0% | -1.6% | 0.6% | -1.7% | -1.2% | 15.8%
Cc1cccc(C(=O)Nc2cc3c(cc2N2CCOCC2)n(C)c(=O)n3C)c1 | -8.4% | 3.4% | 20.0% | -12.4% | ? | 3.6% | -1.6% | 3.2% | 7.0%
CCC(C)(C)NC(=O)C(c1sccc1C)N(Cc1ccco1)C(=O)c1csnn1 (stereo not given) | 4.6% | 3.7% | 1.3% | 9.4% | -9.6% | 0.9% | 6.8% | -1.9% | -11.3%
CCNC(=S)NNC(=O)c1cc(C)nc2ccccc12 | -6.9% | -6.8% | 5.9% | -10.9% | -9.3% | -3.1% | 2.9% | 0.2% | -2.0%
O=C(O)c1cc(-c2ccc(Cl)cc2)n(-c2ccc(F)cc2)n1 | 13.6%[57.1 µM] | -5.7% | 6.9% | ? | -4.7% | -6.5% | -4.4% | -0.4% | -0.4%
CCc1ccc(CNC(=O)c2cc3n(n2)CCCN(Cc2ccccc2)C3=O)cc1 | 10.5% | 3.4% | 9.6% | ? | -27.0% | 4.9% | 1.5% | 0.3% | 3.1%
CCC(=O)Nc1cccc(C2=NOC3(C2)C[C@H](C(N)=O)N(C(=O)Cc2ccc([N+](=O)[O-])cc2)C3)c1 (stereo not given in full) | 24.0% | 0.9% | -0.9%[38.3 µM] | -11.6% | -15.5% | 3.7% | 4.3% | -0.3% | 0.7%
CC(C)(C)C1(c2ccccc2)NC(=O)N(CC(=O)N2CCOCC2)C1=O (stereo not given) | 10.7% | -7.2% | -1.6% | 0.0% | -24.4% | -1.4% | 1.2% | 1.9% | -14.6%
Cc1csc2nc(CSc3nc4ccccc4o3)c(Br)n12 | -3.6%[57.1 µM] | -7.7% | 2.9% | 0.0% | -20.2% | -1.7% | 8.9%[57.1 µM] | 3.7% | 13.0%
